JMJD2C inh – human JMJD2C demethylase inhibition; GST-JMJD2C(1-420) H3K9me3 demethylation, DELFIA europium; inhibition, % at 2.35 µM; actives 0.069% (n = 330,000); AID 2099;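 active = more than half of a compound's replicate wells show inhibition beyond 50%, single wells judged on their own value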;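 also: signal counts dimethyl H3K9 product captured on neutravidin plate; 0% = median of DMSO wells and 100% = 0.3 times that DMSO median; strong numbers were not always called active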
proCasp7 act – counter-screen for procaspase-3 activators: activators of human procaspase-7 | P55210 | recombinant procaspase-7, Ac-DEVD-pNA absorbance 405 nm; D23A/D198A/D206A triple mutant, cannot self-cleave; scale: DMSO 0, 5 µM enzyme 100 | activation, % at 8.5 µM | actives 0.093% (n = 330,000) | AID 463210;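 active = percent activation above the screen-wide mean plus 3 SD, cut at about 25% in these data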
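System: Procaspase-7 triple mutant (PC-7 D3A); measure: % activation from two-timepoint absorbance difference, scaled to controls; times: 1 h compound preincubation, 2 h substrate cleavage, 25 °C; also added: Ac-DEVD-pNA substrate, 400 µM as added; measured by: Epi-absorbance of released pNA at 405 nm, two timepoints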
core dimer inh – blocks dimerization of HCV core protein; actives 0.33% (n = 300,000); inhibition, % at 5 µM; TR-FRET GST/Flag-core106 dimerization, 1536-well;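 active = inhibition above the mean of all tested compounds plus 3 SD, set per screening campaign, cut at about 45% in these data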
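Assay system: Tagged HCV core106 pair (GST and Flag) | Buffer or medium: KF-containing HEPES buffer, pH 7.45, DTT, CHAPS, BSA | Also added: Eu donor and XL665 acceptor anti-tag antibodies | Dosing: One concentration, 5 µM, in 0.5% DMSO | Timing: 4 h at 22.5 °C | Technique: TR-FRET 671 and 617 nm emission | Repeats: Singlicate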
PP5 primary – blocks human protein phosphatase 5 activity; P53041; inhibition, % at 6.7 µM; AID 1987; purified PP5c, OMFP substrate fluorescence; actives 0.18% (n = 320,000);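 active = inhibition above the campaign's mean inhibition across all tested compounds plus 3 SD, cut at about 9.5% in these data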;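 also: 0% = DMSO only and 100% = 100 µM cantharidin control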
PP1 inh – blocks human PP1-alpha phosphatase, a PP5 counter-screen | P62136 | inhibition, % at 6.7 µM | purified PP1alpha, OMFP fluorescence | actives 0.9% (n = 320,000);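 active = inhibition above the mean inhibition of all tested compounds plus 3 SD, computed separately for each screening campaign, cut at about 15% in these data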
Target sequence (P62136 whole entry, looked up): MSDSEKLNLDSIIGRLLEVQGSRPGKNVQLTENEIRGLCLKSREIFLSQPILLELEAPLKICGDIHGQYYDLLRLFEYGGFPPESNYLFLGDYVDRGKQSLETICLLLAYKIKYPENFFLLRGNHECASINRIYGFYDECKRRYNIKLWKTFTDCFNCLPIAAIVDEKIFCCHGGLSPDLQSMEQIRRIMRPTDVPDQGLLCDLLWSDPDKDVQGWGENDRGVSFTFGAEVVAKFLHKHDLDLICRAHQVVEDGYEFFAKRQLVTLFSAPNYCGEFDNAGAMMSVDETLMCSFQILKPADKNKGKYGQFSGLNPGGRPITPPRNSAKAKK
CTSL1 counter – cathepsin L1 inhibition, PFM18AAP counter-screen | recombinant F. hepatica cathepsin L1, Z-Leu-Arg-MCA fluorescence | inhibition, % at 5.96 µM | actives 0.49% (n = 300,000);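 active = inhibition above the mean of all tested compounds plus 3 SD, set per screening campaign, cut at about 17% in these data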;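 also: 0% = plate median of test compound wells and 100% = 1 µM Z-Phe-Ala-diazomethylketone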
GRK2 aptamer HTS – human GRK2 inhibition via aptamer displacement | bead flow cytometry, FAM-aptamer displacement from GRK2 | inhibition of aptamer binding, % at 10 µM | P25098 | actives 0.59% (n = 330,000);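 active = inhibition of aptamer binding above 40%, roughly 3 SD of noise, on plates passing a quality check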;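 also: median bead fluorescence of bound FAM aptamer so fluorescent compounds give negative values; no value below 0 was filed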
Target sequence (P25098 whole entry, looked up): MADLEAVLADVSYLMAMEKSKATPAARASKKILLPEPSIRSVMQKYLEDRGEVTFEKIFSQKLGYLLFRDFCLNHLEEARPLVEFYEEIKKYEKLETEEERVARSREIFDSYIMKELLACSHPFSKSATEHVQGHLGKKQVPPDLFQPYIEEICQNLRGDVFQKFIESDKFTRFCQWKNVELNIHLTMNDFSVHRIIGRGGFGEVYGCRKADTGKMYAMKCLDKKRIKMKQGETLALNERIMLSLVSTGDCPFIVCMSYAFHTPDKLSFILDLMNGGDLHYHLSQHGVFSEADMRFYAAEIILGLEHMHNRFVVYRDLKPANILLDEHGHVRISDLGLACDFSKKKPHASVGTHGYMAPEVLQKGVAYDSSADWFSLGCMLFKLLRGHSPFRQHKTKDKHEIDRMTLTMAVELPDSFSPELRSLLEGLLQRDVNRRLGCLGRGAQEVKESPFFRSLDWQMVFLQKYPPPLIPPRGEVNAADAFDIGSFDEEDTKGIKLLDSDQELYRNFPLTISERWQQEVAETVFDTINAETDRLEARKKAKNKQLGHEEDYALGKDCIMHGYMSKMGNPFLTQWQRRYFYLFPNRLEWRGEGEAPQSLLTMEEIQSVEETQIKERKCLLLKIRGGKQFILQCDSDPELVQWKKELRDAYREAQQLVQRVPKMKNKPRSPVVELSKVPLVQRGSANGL
VLA-4 inh – inhibition in a human VLA-4 binding assay | VLA-4 expressing cells, ligand binding flow cytometry | inhibition, % (about 7 µM as worked out from the volumes in the protocol) | actives 0.2% (n = 330,000); in the data active = inhibition above about 50%
proCasp3 act – activates human procaspase-3; recombinant procaspase-3 D3A, Ac-DEVD-pNA absorbance 405 nm; actives 0.11% (n = 330,000); P42574; activation, % at 8.5 µM; AID 463141;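 active = activation above the mean of all tested compounds plus 3 SD, cut at about 21% in these data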;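 also: 0% = DMSO alone and 100% = DMSO wells spiked with extra 5 µM PC-3 D3A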
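material = Procaspase-3 D3A mutant | probe or stimulus = Ac-DEVD-pNA | compound = single dose, 8.5 µM nominal compound, 0.8% DMSO | timing = 1 h preincubation, 2 h reaction | measured by = 405 nm absorbance of p-nitroaniline, reads at 0 and 120 min | benchmarks = DMSO-only low control, 5 µM PC-3 D3A high control | repeats = singlicate, each compound tested once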
Numbers without * were called inactive; / = not tested or not shown; & = joins results of further samples.

SMILES | JMJD2C inh | proCasp7 act | core dimer inh | PP5 primary | PP1 inh | CTSL1 counter | GRK2 aptamer HTS | VLA-4 inh | proCasp3 act
O=C(NNC1CC(=O)N(c2ccc(Br)cc2)C1=O)c1cccs1 (stereo not given) | 3 | 0 | -1 | -3.5 | -2 | -1 | 0 | 9 | -4
COc1ccc(S(=O)(=O)N2CCN(C3CC4CCC3C4)CC2)cc1 (stereo not given) | 10 | 10 | 1 | 1.6 | -1 | -2 | 6 | 2 | 0
COc1ccc2cc3cc(C(=O)N4CCN(c5ccccc5)CC4)oc3nc2c1 | 3 | -7 | -12 | 0.4 | -1 | -1 | 3 | 11 | 0
COc1cc(C(=O)N2CCN(S(=O)(=O)c3ccc(F)cc3)CC2)cc(OC)c1OC | 4 | 7 | 0 | -1.6 | -2 | -2 | 0 | 2 | -2
CCOC(=O)N1CCN(C(=O)CSc2ccc3nnc(-c4cccnc4)n3n2)CC1 | 5 | 4 | 4 | -1.3 | 1 | -3 | 1 | 1 | 6
CC1(c2cc(C(F)(F)F)n3nc(C(=O)O)cc3n2)CC1 | -3 | 8 | -2 | 0.7 | -2 | 1 | 0 | -2 | 9
CCCCC(=O)NCCc1cc2c(C)ccc(C)c2[nH]c1=O | -1 | 9 | 10 | -2.8 | -2 | -1 | 1 | 19 | 1
O=[N+]([O-])c1ccc(OCCN2CCCCCC2)cc1 | -8 | 3 | -8 | 3.6 | 0 | -2 | 0 | -6 | -7
Cc1ccc(S(=O)(=O)N2CCN(CC(=O)N3CCCC3)CC2)c(C)c1 | -4 | 3 | / | / | / | / | 2 | -6 | 1
CCC(C)NC(=O)Cn1cccc1C(=O)c1ccccc1 (stereo not given) | 0 | 5 | -1 | -1.6 | -1 | -2 | 0 | 16 | -10
CCCOC(=O)c1cccc(NC(=O)C(C)(C)C)c1 | 6 | 9 | -4 | 3.3 | -5 | -1 | 1 | 31 | -3
CC1=NN(C(C#N)c2cccc([N+](=O)[O-])c2)C(C)(C)C1 (stereo not given) | 32 | -2 | -9 | 2.1 | -2 | 0 | 3 | 13 | 5
CCOC(=O)c1c(NC(=O)Cc2cccs2)sc2c1CCCC2 | 24 | 6 | 1 | -2.0 | 2 | 1 | 6 | 5 | -8
O=C(O)c1cccc(NC(=O)c2ccc3c(c2)C(=O)N(CC2CCCO2)C3=O)c1 (stereo not given) | -2 | 3 | -5 | 1.1 | -3 | 0 | 1 | -6 | 0
NC(=O)C(CC(=O)O)NC(=O)[C@@H]1CCCNc2c(I)cc([N+](=O)[O-])cc2C(=O)N[C@@H](CO)C(=O)N[C@@H](Cc2ccc(O)cc2)C(=O)N1 (stereo not given in full) | 12 | -4 | -4 | 1.3 | 2 | -5 | 0 | 37 | -2
Cc1ccc2cc3cc(C(=O)N(CC(=O)NC4CCCC4)c4cccc(C)c4C)sc3nc2c1 | 0 | 0 | -2 | 0.1 | -2 | 1 | 0 | 0 | -4
COc1cccc(C(=O)Nc2cccc3c2ccc2cccn23)c1 | 4 | -5 | 4 | -0.7 | 1 | 3 | 0 | -6 | 8
COc1cc(C)ccc1OCCCON1C(=O)CCC1=O | 2 | 5 | -3 | 0.5 | -2 | 1 | 0 | 7 | 2
CCCn1nnc(NC(=O)/C=C/c2ccccc2)n1 | 6 | 11 | 0 | -2.0 | -7 | 5 | 0 | 11 | 1
S=C(NCc1ccccn1)Nc1ccc(Cl)c(Cl)c1 | 11 | -28 | -2 | -0.2 | 3 | 0 | 1 | 16 | -13
CCc1nc(SCc2nnc(-c3ccc(C)cc3)o2)c2c(C)c(C)sc2n1 | -3 | -5 | 1 | 0.7 | -2 | 0 | 5 | -6 | 1
CCCCCOC(=O)C1[C@H]2C(=O)N(c3ccccc3CC)C[C@]23C=C[C@H]1O3 (stereo not given in full) | 7 | -1 | 12 | 0.2 | 0 | 7 | 5 | -12 | 0
COc1ccc(-n2c(C)nnc2SCC(=O)N2C(C)CCCC2C)cc1 (stereo not given) | -1 | 5 | -3 | 0.2 | -4 | 1 | 1 | 3 | -7
O=c1[nH]c(CSc2nnc(-c3cccnc3)n2C2CCCCC2)nc2ccccc12 | -10 | -3 | -2 | 1.4 | -3 | 0 | 4 | -9 | 1
Cc1ccccc1CN(c1ccc(C(=O)N2CCN(C)CC2)cc1)S(C)(=O)=O | 10 | -3 | -5 | 3.9 | -2 | 0 | 2 | 5 | -4
Cn1cccc1Cc1nnc(SCC(=O)NCc2ccco2)n1-c1ccc(F)cc1 | -1 | -14 | -3 | 1.8 | 0 | 0 | 0 | 6 | -20
CCOC(=O)CNC(=O)CSc1nnc(-c2ccccc2OC)n1CC | -8 | -2 | -3 | 0.4 | 0 | -2 | 4 | -8 | 8
CC(=O)c1nn(-c2cccc(Cl)c2)cc1C(=O)c1ccco1 | 0 | -6 | 2 | 1.8 | 2 | 1 | 11 | 17 | -1
CCN(CC)CCN(C(=O)c1ccc(S(=O)(=O)N2CCCCC2)cc1)c1nc2cc3c(cc2s1)OCO3 | 3 | -2 | -2 | 1.1 | -1 | 1 | 0 | 0 | 2
COc1cc2c(cc1OC)C1(C)N(CC2)C(C(C)=O)=NN1c1ccc(Cl)cc1 (stereo not given) | -7 | 37* | 4 | 0.3 | -2 | 1 | 0 | 21 | 28*
COc1ccccc1NC(=O)C1=C(C)NC2=C(C(=O)CC(c3ccc(OC)c(OC)c3)C2)C1c1coc2ccccc2c1=O (stereo not given) | -4 | -1 | 15 | 1.7 | 2 | 1 | 1 | 0 | -7
COc1cc(/C=C/C(=O)O)cc(S(=O)(=O)NCC2CCCO2)c1OC (stereo not given) | -1 | 5 | -5 | -0.4 | -2 | 0 | 0 | 0 | 1
Cc1c(C(=O)c2ccccc2)c2ccccn2c1CCC#N | -1 | -1 | 2 | -1.2 | -3 | 0 | 2 | 3 | 4
C/C(=N\N1CCN(C)CC1)c1ccc(OC(F)F)cc1 | -3 | 4 | 3 | -2.9 | 2 | -10 | 0 | 13 | -5
Cc1nc2nc(C)c(NS(=O)(=O)c3cccs3)c(=O)n2[nH]1 | 10 | -11 | -3 | 0.3 | 1 | -7 | 1 | 8 | 13
Cn1c2c(c(=O)n(C)c1=O)C(NS(=O)(=O)c1ccccc1)(C(F)(F)F)C(=O)N2 (stereo not given) | -7 | 3 | -6 | 3.2 | 1 | -2 | 1 | 5 | 3
NC(=O)c1cc(NC(=O)c2ccc(NS(=O)(=O)c3cccs3)cc2)cc(C(N)=O)c1 | 7 | -4 | 0 | -0.8 | -3 | -1 | 4 | 8 | 4
CCC(=O)c1ccc(OCC(O)CN2C(=O)NC(C)(C)C2=O)cc1 (stereo not given) | -1 | 6 | -1 | 3.6 | -6 | -1 | 0 | 9 | 8
COc1ccc(/C=N/NC(=O)c2cc[n+]([O-])cc2)cc1 | -5 | 4 | 0 | -2.0 | -2 | 3 | 3 | -6 | 10
O=C1NC2(CCOc3ccccc32)C(=O)N1CC(=O)N(Cc1ccccc1)C1CCS(=O)(=O)C1 (stereo not given) | -15&-2 | -9 | -5 | 1.5 | 0 | -2 | 0 | 5 | -8

4 entries already listed, ordered by heavy-atom count, low to high:
SMILES | JMJD2C inh | proCasp7 act | core dimer inh | PP5 primary | PP1 inh | CTSL1 counter | GRK2 aptamer HTS | VLA-4 inh | proCasp3 act
Cc1nc2nc(C)c(NS(=O)(=O)c3cccs3)c(=O)n2[nH]1 | 10 | -11 | -3 | 0.3 | 1 | -7 | 1 | 8 | 13
CCC(=O)c1ccc(OCC(O)CN2C(=O)NC(C)(C)C2=O)cc1 (stereo not given) | -1 | 6 | -1 | 3.6 | -6 | -1 | 0 | 9 | 8
CCCCCOC(=O)C1[C@H]2C(=O)N(c3ccccc3CC)C[C@]23C=C[C@H]1O3 (stereo not given in full) | 7 | -1 | 12 | 0.2 | 0 | 7 | 5 | -12 | 0
COc1ccccc1NC(=O)C1=C(C)NC2=C(C(=O)CC(c3ccc(OC)c(OC)c3)C2)C1c1coc2ccccc2c1=O (stereo not given) | -4 | -1 | 15 | 1.7 | 2 | 1 | 1 | 0 | -7

Rewritten with two lines to a compound: entries from further up.
Order of values – JMJD2C inh, proCasp7 act, core dimer inh, PP5 primary, PP1 inh, CTSL1 counter, GRK2 aptamer HTS, VLA-4 inh, proCasp3 act
> Cc1c(C(=O)c2ccccc2)c2ccccn2c1CCC#N
 : -1, -1, 2, -1.2, -3, 0, 2, 3, 4
> NC(=O)c1cc(NC(=O)c2ccc(NS(=O)(=O)c3cccs3)cc2)cc(C(N)=O)c1
 : 7, -4, 0, -0.8, -3, -1, 4, 8, 4

Going on with the list.
SMILES | JMJD2C inh | proCasp7 act | core dimer inh | PP5 primary | PP1 inh | CTSL1 counter | GRK2 aptamer HTS | VLA-4 inh | proCasp3 act
Cc1sc(-c2ccncc2)nc1OC(=O)c1ccc(F)cc1F | -15 | -9 | -3 | 2.4 | -2 | 0 | 1 | 8 | -7
Cc1ccc(-c2nnc(CSc3nnc(COc4cccc5ccccc45)n3-c3ccccc3)o2)cc1 | -8 | -1 | 24 | 6.3 | 11 | -3 | 0 | 0 | -2
O=C(CSCc1ccccc1)N1CCN(c2cccc(C(F)(F)F)c2)CC1 | -5 | 9 | 8 | 2.4 | -2 | -11 | 1 | -7 | 0
Cc1ccccc1CNC(=O)Cn1ccc2cc(S(=O)(=O)N3CCCCCC3)ccc21 | -11 | -5 | 10 | 4.8 | 0 | -5 | 3 | 9 | -1
O=C(c1csc2ccccc12)N1CCCCCC1 | -5 | 0 | -7 | 2.0 | -1 | -4 | 5 | -10 | -6
COc1cccc(C(c2c(N)n(C)c(=O)n(C)c2=O)C(C)[N+](=O)[O-])c1 (stereo not given) | -27 | 2 | 2 | 1.5 | -2 | -3 | 2 | 23 | 1
Cc1ccc(/C=C/C(=O)Oc2ccc(C#N)cc2)o1 | 12 | 5 | 7 | 0.6 | 0 | 2 | 0 | -11 | -3
Cn1ncc(Cl)c1C(=O)NC1C2CC3CC(C2)CC1C3 (stereo not given) | -3 | 6 | -3 | 2.1 | 0 | 1 | 3 | 4 | 0
COC(=O)c1cc(S(=O)(=O)N(C)C2CCCCC2)cn1C | -12 | 2 | 2 | -0.4 | 2 | 2 | 0 | 11 | -4
COc1ccc2c(c1)OC[C@H]1[C@@H]2N2C(=O)[C@@H](C)NC(=O)[C@@]2(C)[C@H]1c1ccccc1 | 7 | 6 | / | / | / | / | 3 | 1 | 9
Cc1cc(=O)[nH]c(SCC(=O)Nc2ccc(C(=O)O)cc2)n1 | -5 | 1 | 2 | 1.4 | -4 | 0 | 1 | 7 | -9
COc1ccc2c(CC(=O)N(C)CC3COc4ccccc4O3)coc2c1 (stereo not given) | -1 | -1 | 5 | 7.8 | 4 | 5 | 3 | -4 | 3
COc1ccc(S(=O)(=O)Nc2ccccc2C(=O)NCc2cccnc2)cc1 | -12 | 2 | 9 | 0.7 | -3 | -6 | 1 | 17 | -10
CC1CCCC(C)N1C(=O)COC(=O)CCC1CCCC1 (stereo not given) | -22 | 2 | -5 | 0.5 | 2 | -6 | 0 | 4 | 6
CCC(CC)C(=O)N(c1ccc(F)cc1)C1C=CS(=O)(=O)C1 (stereo not given) | 5 | 4 | 1 | 0.8 | -2 | 0 | 1 | 31 | -1

Screens as filed in PubChem.
